Bioassay records as filed in PubChem BioAssay.
HKDC1 inhibitor: inhibitors of human hexokinase HKDC1; Q2TB90; recombinant HKDC1, G6PDH/diaphorase resazurin coupled fluorescence; inhibition, % at 20 µM; 0.16% of 340,000 active; AID 493160;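 active = inhibition above about 35% when tested at 20 µM, limit read from the data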;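 also: plate controls were DMSO wells with enzyme for no effect and DMSO wells lacking enzyme for full effect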
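Test system: recombinant HKDC1 (HK5) hexokinase enzyme, produced in-house; Amount: enzyme 5 µg/mL final; Buffer or medium: Tris pH 8.0 buffer with MgCl2, Tween-20, BSA, BME; Reagent: glucose and ATP substrates; Doses: 20 µM test compound, 1% DMSO; Incubation: 90 min reaction incubation at room temperature, dark; Detection: resorufin fluorescence at 613 nm.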
SENP1 inh: blocks the human SENP1 SUMO protease catalytic domain. Q9P0U3. recombinant SENP1 catalytic domain, CyPet-SUMO1-YPet FRET cleavage. inhibition, % at 10 µM. 0.21% of 360,000 active. AID 624204;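 active = inhibition at least 30% at 10 µM, raw YFP signal under a set limit, fluorescence ratio 0.5 to 1.5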;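 also: 0% = enzyme with DMSO and 100% = no enzyme wells; some results filed as inactive read as strong as hits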
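system = hSENP1 catalytic domain, recombinant | reagent = SFCypet-SUMO1-SFYpet substrate at 25 nM | doses = one dose per compound, 10 µM, 0.5% DMSO | incubation = enzyme reaction for 50 min at room temperature, dark | measured by = FRET, CFP and YFP emission | controls = no-enzyme low, enzyme-DMSO high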
Apaf-1 inh: blocks human Apaf-1 apoptosome activity | inhibition, % at 20 µM | AID 489030 | 0.71% of 330,000 active | reconstituted apoptosome caspase-3 activity, DEVD-Rh110 fluorescence | O14727; active = inhibition of at least 40% at 20 µM;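 also: plate controls were DMSO wells for no effect and DEVD-CHO caspase inhibitor wells for full effect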
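Material: biochemical Apaf-1 apoptosome reconstitution. Medium: Hepes buffer, pH 7.5. Also added: cytochrome c activation, bis-DEVD rhodamine 110 substrate. Timing: 30 min compound preincubation, 50 min activation, room temperature. Measured by: rhodamine 110 fluorescence at Ex 480/Em 540 nm.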
SENP6 inh: SENP6 protease inhibition; Q9GZR1; Recombinant SENP6 catalytic domain, aminoluciferin luminescence; inhibition, % at 10 µM; 1.8% of 330,000 active;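 active = inhibition above about 50% at the single tested dose, limit read from the data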;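 also: plate controls were DMSO wells with enzyme for no effect and DMSO wells lacking enzyme for full effect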
Target sequence (Q9GZR1 628-1112 limits assumed): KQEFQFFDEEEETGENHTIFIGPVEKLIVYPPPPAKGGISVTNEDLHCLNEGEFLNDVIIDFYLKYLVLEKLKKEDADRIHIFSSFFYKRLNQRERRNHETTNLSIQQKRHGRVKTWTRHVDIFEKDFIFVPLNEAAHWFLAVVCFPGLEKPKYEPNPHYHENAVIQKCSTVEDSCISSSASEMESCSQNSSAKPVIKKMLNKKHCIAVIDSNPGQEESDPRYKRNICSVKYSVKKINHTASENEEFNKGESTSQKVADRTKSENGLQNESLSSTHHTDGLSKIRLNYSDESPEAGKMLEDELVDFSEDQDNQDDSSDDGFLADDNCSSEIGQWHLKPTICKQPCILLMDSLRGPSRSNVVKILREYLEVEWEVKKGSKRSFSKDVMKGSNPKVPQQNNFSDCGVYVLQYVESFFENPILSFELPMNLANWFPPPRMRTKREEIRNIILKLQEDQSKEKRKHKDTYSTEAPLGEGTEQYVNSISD
SENP8 block-1: SENP8 protease inhibition; 1.2% of 330,000 active; Q96LD8; purified SENP8, Z-RLRGG-aminoluciferin cleavage, luminescence; AID 2540; inhibition, % at 10 µM; in the data active = inhibition above about 50%
Target sequence (Q96LD8 whole entry, looked up): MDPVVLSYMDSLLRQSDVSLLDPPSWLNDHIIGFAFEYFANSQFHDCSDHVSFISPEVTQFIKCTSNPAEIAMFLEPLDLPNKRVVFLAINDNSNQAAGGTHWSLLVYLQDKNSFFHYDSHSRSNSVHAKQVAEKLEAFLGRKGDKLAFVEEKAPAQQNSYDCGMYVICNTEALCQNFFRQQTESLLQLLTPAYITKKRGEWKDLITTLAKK
SENP7 inh: SENP7 protease inhibition | Q9BQF6 | recombinant SENP7, Z-RLRGG-aminoluciferin luminescence, 40 min | inhibition, % at 5 µM | 1.5% of 330,000 active;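 active = inhibition above about 50% at the single test dose, limit read from the data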;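 also: plate controls were DMSO with enzyme for no effect and no enzyme buffer wells for full effect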
Target sequence (Q9BQF6 706-1050 limits assumed): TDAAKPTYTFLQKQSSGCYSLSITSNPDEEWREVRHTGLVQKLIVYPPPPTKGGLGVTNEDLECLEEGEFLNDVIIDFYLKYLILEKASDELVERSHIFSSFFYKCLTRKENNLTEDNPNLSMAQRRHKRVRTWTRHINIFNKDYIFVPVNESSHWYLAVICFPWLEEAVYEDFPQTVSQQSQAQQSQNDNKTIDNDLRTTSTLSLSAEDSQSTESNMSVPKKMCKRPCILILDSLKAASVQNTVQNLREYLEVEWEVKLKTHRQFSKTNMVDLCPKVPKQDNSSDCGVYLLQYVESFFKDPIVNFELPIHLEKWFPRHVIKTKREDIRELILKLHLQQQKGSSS
PfG6PD inh: PfG6PD (Plasmodium falciparum) enzyme inhibition; 0.78% of 350,000 active; PfGluPho enzyme, NADPH resazurin-diaphorase fluorescence; AID 504690; inhibition, % at 20 µM;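 active = inhibition reaching at least a set limit at 20 µM in the primary screen, cut at about 59% in these data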;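 also: 0% = DMSO wells with substrate and 100% = DMSO wells lacking glucose-6-phosphate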
SENP8 block-2: inhibitors of human SENP8 protease; Q96LD8; recombinant SENP8, Nedd8 substrate fluorescence; inhibition, % at 20 µM; 0.64% of 360,000 active; AID 602440; in the data active = inhibition mostly above about 40%, no sharp cut-off; inactive = mostly below about 27%
Starred values were filed as active, the others as inactive; i = inactive; / = not tested or not shown; & = joins results of further samples. Not all compounds are listed; the hit share may differ from the screen's.

SMILES	HKDC1 inhibitor	SENP1 inh	Apaf-1 inh	SENP6 inh	SENP8 block-1	SENP7 inh	PfG6PD inh	SENP8 block-2
CCOC(=O)c1c(C)n(Cc2ccccc2)c2ccc(OCC(O)Cn3nc(C)nc3C)cc12 (stereo unspecified)	0.9	3.3	21.8	13.1	4.7	-4.6	7.4	4.3
CCN1C[C@@]2(COC)C3[C@@H](OC)[C@H]4[C@@H]1[C@@]3(C1C[C@H]3[C@H](OC(C)=O)C1[C@]4(OC(C)=O)C[C@H]3OC)[C@@H](OC)C[C@H]2OC(C)=O (stereo partly specified)	-7.2	1.9	9.5	3.2	-14.8	-4.8	-1.7	24.2
CCOc1ccccc1NC(=O)N1CCC2(CC1)OCCO2	-7.6	-0.5	2.4	15.7	-7.4	0.6	9.4	6.6
CCOC(=O)C1=C(N)Oc2ccccc2C12C(=O)N(CC(=O)OC)C(CC(=O)OC)=C2C(=O)OC (stereo unspecified)	-9.7	3.8	-14.7	4.3	-1.0	-0.1	-4.7	12.3
CCOC(=O)C1SC2(C(F)(F)F)CC1(O)c1c(C)cc(C)nc1O2 (stereo unspecified)	-11.9	-0.7	12.1	10.8	5.9	-1.8	2.3	5.2
COC(=O)C1=C(c2ccc3ccccc3c2)C[C@@H]2CC[C@H]1N2C(=O)NCCNC(C)=O	2.4	1.2	-4.3	-9.6	4.6	-0.4	9.6	14.4
COC(=O)C1=C(c2cccc(C#N)c2)C[C@@H]2CC[C@H]1N2C(=O)NC1CCCCC1	-2.7	2.2	5.2	-3.4	-0.7	9.3	-1.9	17.6
CNC(=O)ON(C(=O)NC)C1N(C)C(=S)SC1(C)C (stereo unspecified)	5.4	2.5	-17.6	3.2	1.0	6.3	-11.0	16.1
COc1cccc(-n2c(C)nc3ccccc3c2=O)c1	0.4	2.0	-0.8	-7.9	6.8	2.6	-10.3	14.4
C[C@@H]1O[C@@H](O[C@H]2C[C@@H](O)[C@]3(CO)[C@H]4[C@H](O)C[C@]5(C)[C@@H](C6=CC(=O)OC6)CC[C@]5(O)[C@@H]4CC[C@]3(O)C2)[C@H](O)[C@H](O)[C@H]1O	-7.2	1.7	-7.5&-6.2	7.0&3.6	10.9&0.7	-0.3&0.9	0.1	0.4
c1cc2c(cc1[C@H]1OCC3C1CO[C@@H]3c1ccc3c(c1)OCO3)OCO2 (stereo partly specified)	2.0	0.4	14.3	-5.9	-1.2	8.2	12.0	33.5
O=c1[nH]cnc2nc(-c3ccc(N(CCCl)CCCl)cc3)[nH]c12	-6.9	-6.0	/	/	/	/	11.6	i
O=C(COc1ccc(Cl)cc1)N1CCN(C/C=C/c2ccccc2)CC1	1.6	0.3	19.5	-18.4	-6.5	-1.7	8.3	15.9
CN(C)C(=O)Oc1c(Cl)cc(Cl)c2cccnc12	-7.7	1.9	-32.3	-26.6	-9.2	-3.3	17.6	10.1
CCN1CCN(c2nc3c(c(=O)[nH]2)CCC3)CC1	1.0	0.2	-1.8	21.3	5.3	-1.9	-19.0	15.6
N[C@@H](Cc1ccccc1)C(=O)N1C[C@H]2C[C@@H](C1)c1cccc(=O)n1C2	-1.2	2.4	-17.0	-4.0	-1.3	-1.2	1.5	21.5
O=C(N/N=C\C1C(=O)NC(=S)N(c2ccccc2)C1=O)c1ccc(O)cc1 (stereo unspecified)	-7.3	-94.6	-1.8	-11.1	-4.4	-1.2	-9.6	-98.5
Cc1cccc(-n2c(C)nc3ccccc3c2=O)c1C	-7.6	2.7	-5.1	-1.2	2.1	2.0	5.5	8.1
CN1CCN(CC(=O)Nc2ccc(Cl)cc2C(=O)c2ccccc2)CC1	-5.9	0.0	-0.1	-12.3	-4.0	1.5	-6.6	4.2
O=P(Nc1ccccc1Cl)(c1ccccc1)c1nc2c(s1)CCCC2 (stereo unspecified)	-1.3	1.3	18.6	-10.8	-11.0	-7.0	-1.2	1.3
Cc1nnc(SCc2nc3ccccc3c(=O)n2-c2ccccc2Cl)n1N	-12.4	-1.2	-0.1	-4.2	-5.2	-10.8	-0.1	-35.3
O=C1NC(=O)C(CCc2ccncc2)(CCc2ccncc2)C(=O)N1Cc1ccccc1	-7.7	1.5	5.2	-14.2	1.6	-4.2	2.3	9.6
CC1CCCN1CCC(C(N)=O)(c1ccccc1)c1ccccc1 (stereo unspecified)	-1.2	-25.1	/	/	/	/	-9.3	-30.9
CN(C)CCN=Cc1c(O)n(C2CCCCCC2)c(=O)[nH]c1=O	3.2	-1.1	-6.0	-3.4	-1.3	-2.4	-15.3	11.8

As a short view, part of the list above.
SMILES	HKDC1 inhibitor	SENP1 inh	Apaf-1 inh	SENP6 inh	SENP8 block-1	SENP7 inh	PfG6PD inh	SENP8 block-2
O=C(COc1ccc(Cl)cc1)N1CCN(C/C=C/c2ccccc2)CC1	1.6	0.3	19.5	-18.4	-6.5	-1.7	8.3	15.9
CN(C)C(=O)Oc1c(Cl)cc(Cl)c2cccnc12	-7.7	1.9	-32.3	-26.6	-9.2	-3.3	17.6	10.1
CCN1CCN(c2nc3c(c(=O)[nH]2)CCC3)CC1	1.0	0.2	-1.8	21.3	5.3	-1.9	-19.0	15.6
N[C@@H](Cc1ccccc1)C(=O)N1C[C@H]2C[C@@H](C1)c1cccc(=O)n1C2	-1.2	2.4	-17.0	-4.0	-1.3	-1.2	1.5	21.5
O=C(N/N=C\C1C(=O)NC(=S)N(c2ccccc2)C1=O)c1ccc(O)cc1 (stereo unspecified)	-7.3	-94.6	-1.8	-11.1	-4.4	-1.2	-9.6	-98.5

New compounds follow
SMILES	HKDC1 inhibitor	SENP1 inh	Apaf-1 inh	SENP6 inh	SENP8 block-1	SENP7 inh	PfG6PD inh	SENP8 block-2
OCC1(CO)COC(c2cccnc2)N1 (stereo unspecified)	-3.6	0.8	-4.0	-3.6	5.0	-5.1	9.0	11.8
CN1C(=O)C(=Cc2cccnc2)C(=O)N(C)C1=O	-1.6	-1.3	-20.3	-2.7	-6.1	1.1	5.1	5.9
COC1=CC(=O)OC(/C=C/c2ccccc2)C1 (stereo unspecified)	-4.7	0.9	4.8	-4.5	-12.1	-6.5	13.4	5.1
Cc1cccc(OP(=O)(Nc2cccnc2)Oc2cccc(C)c2)c1	-6.5	2.5	12.0	-15.9	-6.4	1.2	3.7	12.6
O=[N+]([O-])c1ccc(NCCO)c2ncccc12	-2.7	-18.3	4.1	10.5	8.7	10.4	38.5	27.2
NS(=O)(=O)c1ccc(N2CCNCC2)cc1	-8.0	0.0	0.2	2.9	4.0	2.8	9.2	6.2
COc1ccc(C(c2c(O)c3ccccc3oc2=O)c2c(C)n(C)n(-c3ccccc3)c2=O)cc1 (stereo unspecified)	-14.7	1.0	-0.2	1.2	2.4	2.3	-8.8	-47.1
COc1ccc(OC)c(CN2CCCC(C(=O)c3sccc3C)C2)c1 (stereo unspecified)	-6.7	8.2	-10.6	-4.8	-0.8	6.8	0.0	7.5
CC1(C)CC2(CCO1)NCCN1C(=O)CSC12 (stereo unspecified)	-6.2	3.4	-5.5	7.9	2.5	2.8	-5.5	21.1
CN1CCCN(C(=O)COc2ccccc2)CC1	-2.1	0.0	-2.3	-8.6	-12.9	-10.8	-9.3	2.0
Cc1ccc(N2CCNCC2C)cc1 (stereo unspecified)	0.7	1.1	/	/	/	/	-8.7	12.7
COC(=O)C1=C(c2ccc(C(C)=O)cc2)C[C@@H]2CC[C@H]1N2C(=O)NC1CCCCC1	-0.6	0.4	-2.2	-27.2	-11.1	-8.5	-11.2	4.9

By substructure, the entries above with an aryl methoxy group
SMILES	HKDC1 inhibitor	SENP1 inh	Apaf-1 inh	SENP6 inh	SENP8 block-1	SENP7 inh	PfG6PD inh	SENP8 block-2
COc1cccc(-n2c(C)nc3ccccc3c2=O)c1	0.4	2.0	-0.8	-7.9	6.8	2.6	-10.3	14.4
COc1ccc(C(c2c(O)c3ccccc3oc2=O)c2c(C)n(C)n(-c3ccccc3)c2=O)cc1 (stereo unspecified)	-14.7	1.0	-0.2	1.2	2.4	2.3	-8.8	-47.1
COc1ccc(OC)c(CN2CCCC(C(=O)c3sccc3C)C2)c1 (stereo unspecified)	-6.7	8.2	-10.6	-4.8	-0.8	6.8	0.0	7.5

(cont.)
SMILES	HKDC1 inhibitor	SENP1 inh	Apaf-1 inh	SENP6 inh	SENP8 block-1	SENP7 inh	PfG6PD inh	SENP8 block-2
COc1ccc(C(O)P(=O)(Oc2ccccc2)Oc2ccccc2)cc1 (stereo unspecified)	-2.6	9.4	11.8	-25.9	-20.3	0.6	-14.0	14.7
CN1CCCC(C(=O)c2ccc(-c3ccccc3)cc2)C1 (stereo unspecified)	-4.2	-0.4	6.5	-19.5	-9.7	-12.8	-8.8	1.3
O=c1[nH]c(=S)n(-c2ccccc2F)c(O)c1C=NCc1ccco1	-10.0	0.5	-1.2	0.7	5.6	6.7	2.8	6.9
COc1ccc(C(CC(=O)N2CCC3(CC2)OCCO3)NS(=O)(=O)c2ccc(C)cc2)cc1 (stereo unspecified)	-6.1	-2.3	1.3	-9.6	-2.7	-3.8	5.9	12.0
C/C(=N\N1CCCCCC1)c1c(O)n(-c2ccccc2C)c(=O)[nH]c1=O	-1.9	2.3	-7.8	-3.9	-0.3	-3.4	5.8	6.7
COC(=O)C1=C(c2ccccc2OCc2ccccc2)C[C@@H]2CC[C@H]1N2C(=O)NCc1ccc(F)cc1	-1.0	0.5	20.0	9.8	-3.9	2.5	12.1	-6.2
COc1ccc(N2C(=O)/C(=C/c3cc(C)n(-c4ccc(C)cn4)c3C)C(=O)NC2=S)c(OC)c1	14.3	-4.5	-10.9	7.9	6.2	9.2	25.9	2.6
COC(=O)C1=C(c2cccc(C#N)c2)C[C@@H]2CC[C@H]1N2C(=O)NCCOc1ccc(OC)cc1	-7.8	1.7	2.4	4.8	4.6	5.2	-4.9	16.0
C=CCn1c(O)c(C=NCCCn2ccnc2)c(=O)[nH]c1=O	-5.8	1.0	1.0	-30.2	0.1	4.0	5.9	16.7
C[C@@H]1CC[C@H]2[C@@H](C)C(=O)O[C@@H]3O[C@@]4(C)CC[C@@H]1[C@]32OO4	6.2	-1.0	-4.2	-0.4	2.8	-3.8	-9.4	1.3
CCCCn1c(=O)c(C(=O)Nc2cccc(C)c2)c(O)c2ccccc21	-6.2	-2.9	-4.9	0.5	5.4	-1.2	15.3	-60.9
CCC(=O)OC1(c2ccccc2)CCN(C)CC1C (stereo unspecified)	-5.1	8.5	-3.4	-11.7	-8.9	3.2	10.6	3.3

Whole records from above. Values in the order: HKDC1 inhibitor, SENP1 inh, Apaf-1 inh, SENP6 inh, SENP8 block-1, SENP7 inh, PfG6PD inh, SENP8 block-2
CN1CCCC(C(=O)c2ccc(-c3ccccc3)cc2)C1 (stereo unspecified) across the screens: -4.2, -0.4, 6.5, -19.5, -9.7, -12.8, -8.8, 1.3
COC(=O)C1=C(c2cccc(C#N)c2)C[C@@H]2CC[C@H]1N2C(=O)NCCOc1ccc(OC)cc1 across the screens: -7.8, 1.7, 2.4, 4.8, 4.6, 5.2, -4.9, 16.0
